GAA inhib – qHTS Assay for Inhibitors of Human alpha-Glucosidase as a Potential Chaperone Treatment of Pompe Disease. Lysosomal alpha-glucosidase (Homo sapiens), P10253. purified human GAA, 4-MU-alpha-glucoside fluorescence. 0.005% of 200,000 active. AID 1466, 2008. Potency, µM (series often up to 76.9 µM), inactives show top-dose activity change, negative = inhibition, usual class: inhibitors;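 further: plate controls were uninhibited enzyme wells for no effect and no-enzyme background for full effect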
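qHTS format, compound range up to 77 uM. Human lysosomal enzyme at 4 nM, 400 uM 4-MU glucoside substrate, pH 5.0, 20 min room temperature; fluorescence after alkaline stop gives activity normalized to controls.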
ALDH1A1 inh – qHTS Assay for Inhibitors of Aldehyde Dehydrogenase 1 (ALDH1A1); Purified ALDH1A1, NADH fluorescence, propionaldehyde substrate; Potency, µM (highest dose often 75.3 µM), inactives show at the highest dose activity, negative = inhibition, most hits filed as inhibitors; 7.3% of 220,000 active; active means well fitted inhibition curve with a large enough effect, not every such curve was filed as active; inconclusive means small, poorly fitted or top-dose-only effect, or another doubt; inactive means no such curve, though single readings can be large or run the other way;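 further: plate controls were no enzyme wells and a reference inhibitor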
Target sequence (P00352 whole entry, looked up): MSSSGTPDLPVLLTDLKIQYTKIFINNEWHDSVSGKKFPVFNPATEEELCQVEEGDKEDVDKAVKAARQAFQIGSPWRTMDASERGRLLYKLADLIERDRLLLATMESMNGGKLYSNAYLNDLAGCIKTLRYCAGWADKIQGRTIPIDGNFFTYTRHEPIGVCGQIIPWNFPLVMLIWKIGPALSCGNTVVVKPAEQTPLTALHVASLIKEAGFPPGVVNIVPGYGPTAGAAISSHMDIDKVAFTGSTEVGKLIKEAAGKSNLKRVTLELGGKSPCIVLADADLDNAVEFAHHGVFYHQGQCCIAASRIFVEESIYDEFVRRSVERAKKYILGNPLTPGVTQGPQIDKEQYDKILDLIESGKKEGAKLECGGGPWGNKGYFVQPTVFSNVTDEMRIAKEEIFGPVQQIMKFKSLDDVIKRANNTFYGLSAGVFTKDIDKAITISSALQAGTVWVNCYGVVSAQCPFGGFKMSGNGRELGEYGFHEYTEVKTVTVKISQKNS
Epigenetic reg – Quantitative High-Throughput Screen for Regulators of Epigenetic Control. murine LDR cells, GFP reporter derepression, 30 h. Potency, µM (series often up to 53.9 µM), for inactives: at the top dose GFP activation, hits mostly activators. 0.2% of 280,000 active; further: % of control where 0% means no effect; nearly all actives have a fitted effect of over 60% in size
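Reporter derepression read as number of fluorescent GFP-positive objects, 20-120 um in size, counted by laser-scanning cytometer. Mouse LDR line with an epigenetically silenced CMV-GFP locus; compound incubation 30 h, 37 C.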
GAA glycogen mod – qHTS Assay for Inhibitors and Activators of Human alpha-Glucosidase Cleavage of Glycogen. Lysosomal alpha-glucosidase (Homo sapiens), P10253. recombinant GAA, glycogen substrate, Amplex Red glucose oxidase fluorescence. Potency, µM (doses to about 76.4 µM), for the others: top-dose activity change, negative = inhibition, usual class: inhibitors. 0.38% of 300,000 active;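 further: 0% = full enzyme reaction and -100% = no-enzyme basal signal; the screen sought inhibitors and activators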
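Recombinant human alpha-glucosidase (4 nM final) hydrolysed bovine liver glycogen (30 ug) for 40 min at 37 C in pH 5.0 citrate/phosphate with 0.01% Tween-20. Released glucose detected by glucose oxidase/Amplex Red, Ex 573/Em 610 nm. Compounds up to 77 uM; AC50 from Hill fits.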
aGal spleen mod – qHTS Assay for Inhibitors and Activators of Human alpha-Galactosidase From Spleen Homogenate | Alpha-galactosidase A (Homo sapiens), P06280 | AID 2107, 2009 | Potency, µM (top dose mostly 80 µM), for inactives: at the highest dose activity change, negative = inhibition, usual class: inhibitors | human spleen homogenate, 4MU-alpha-Gal fluorescence, 40 min | 0.008% of 240,000 active;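 further: 0% = enzyme with vehicle and -100% = no enzyme basal signal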
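Fluorogenic readout (Ex 365/Em 440 nm) of 4-methylumbelliferone released from 1 mM 4-MU-alpha-galactoside by spleen homogenate, 40 min at 37C, pH 5.0. Data normalized to no-enzyme and enzyme controls; Hill-equation AC50 from compound titrations.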
NPSR antag – qHTS Assay for Antagonists of the Neuropeptide S Receptor: cAMP Signal Transduction. Potency, µM (titrated, usually from 38.3 µM), inactives show top-dose activity change, negative = inhibition, hits mostly inhibitors. 1% of 220,000 active. CHO-NPSR cells, cAMP TR-FRET, antagonist mode. Q6W5P4; further: on the % scale 0 is the no-effect control and ±100 the full control effect; nearly all actives have a fitted effect of over 50% in size; many of its hits are not listed in these tables
Target sequence (Q6W5P4 whole entry, looked up): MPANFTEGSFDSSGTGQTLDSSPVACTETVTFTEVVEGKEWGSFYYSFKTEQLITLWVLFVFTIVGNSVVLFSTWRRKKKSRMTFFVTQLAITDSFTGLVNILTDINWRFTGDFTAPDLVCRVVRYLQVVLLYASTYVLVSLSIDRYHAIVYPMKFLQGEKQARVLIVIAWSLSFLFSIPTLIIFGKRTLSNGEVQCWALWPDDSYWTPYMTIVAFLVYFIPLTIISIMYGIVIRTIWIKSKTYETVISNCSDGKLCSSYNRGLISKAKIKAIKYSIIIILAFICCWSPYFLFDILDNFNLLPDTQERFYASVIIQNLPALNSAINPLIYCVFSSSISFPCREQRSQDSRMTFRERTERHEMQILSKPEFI
Tau fluor cs – Counterscreen qHTS for Inhibitors of Tau Fibril Formation, Fluorescence Polarization. tau K18 P301L Alexa594 fluorescence, heparin fibrillization. 0.93% of 280,000 active. Potency, µM (top dose mostly 57.7 µM), for the others: top-dose activity change, negative = decrease; further: on the % scale 0 is the no-effect control and ±100 the full control effect; nearly all actives have a fitted effect of over 55% in size
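Human tau K18 P301L (15 uM unlabeled, 0.24 uM Alexa 594-labeled) in 100 mM sodium acetate pH 7 with 20 uM heparin, 6 hr at 37 C. ThT 30 uM added, 1 hr ambient; Alexa 594 FP and total fluorescence read at 555/632 nm.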
aGlu spleen mod – qHTS Assay for Inhibitors and Activators of Human alpha-Glucosidase From Spleen Homogenate | Lysosomal alpha-glucosidase (Homo sapiens), P10253 | human spleen homogenate, 4-MU-alpha-glucoside fluorescence | Potency, µM (top dose mostly 79.9 µM), inactives show at the highest dose activity change, negative = inhibition, most hits filed as inhibitors | 0.006% of 240,000 active | AID 2112, 2009;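 further: 0% = enzyme with vehicle and -100% = no enzyme basal signal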
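Human spleen homogenate (1 ug) with 4-methylumbelliferyl-alpha-D-glucopyranoside (1 mM final) in 50 mM citrate/phosphate pH 5.0, 0.01% Tween-20; 40 min at 37 C. Stopped at pH 10; 4-MU fluorescence Ex 365/Em 440 nm; AC50 by Hill fit.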
An asterisk follows results filed as active; ? = inconclusive; . = not tested or not shown; [ ] = remark or other dose. Unless noted, the call rests on the fitted dose curve; in most records, active means well fitted curve in the direction sought with a large enough effect; inconclusive means small, poorly fitted or top-dose-only effect, or another doubt; inactive means no such curve, though single readings can be large; an effect the other way counts as inactive or inconclusive. Potency means the concentration at half of the fitted maximal effect.

Structure	GAA glycogen mod	aGal spleen mod	NPSR antag	aGlu spleen mod	GAA inhib	Tau fluor cs	ALDH1A1 inh	Epigenetic reg
C=CCn1c(SCCN2CCOCC2)nc2c1c(=O)[nH]c(=O)n2C	-8%	-7%	-4%[46.1 µM]	-7%	3%	-12%	-6%	-0.9%
Cc1ccc(NC(=O)COC(=O)Cn2cnc3ccccc32)cc1S(=O)(=O)N(C)C	-1%	-21%	13%	3%	-12%	-2%	14µM*	-1.8%
Cn1c(Sc2ccc([N+](=O)[O-])cc2C(F)(F)F)nnc1-c1ccccc1	0%	4%	-13%[46.1 µM]	-5%	-1%	-12%	-17%	0.0%
Cc1ccc(-c2cc(C(F)F)n3ncc(C(=O)N4CCN5CCCC5C4)c3n2)cc1 (stereo unspecified)	7%	-1%	-22%[46.1 µM]	-3%	-3%	6%	?	-1.1%
Cc1nc2ccc(C(=O)N3c4ccccc4CC3C)cc2s1 (stereo unspecified)	-21%	14%	-8%	-2%	2%	-4%	-5%	0.0%
Cc1nc(N2CCN(Cc3ccc(Cl)cc3)CC2)c2oc3ccccc3c2n1	-7%	6%	?	-3%	.	-6%	.	3.8%
COc1cc(/C=C2/C(=O)ON=C2C)ccc1OCc1ccccc1F	12%	8%	-19%[46.1 µM]	-2%	0%	5%	4%	0.0%
CCOC(=O)c1cnc2c(C(=O)OCC)cnn2c1N	0%	-3%	2%	2%	.	0%	.	0.1%
Cn1c(=O)cc(OCC(=O)NC2CCCCC2)c2ccccc21	-2%	15%	2%[46.1 µM]	5%	3%	2%	?	5.7%
CC(OC(=O)c1ccc2ncsc2c1)C(=O)NCc1ccccc1 (stereo unspecified)	11%	-5%	9%[46.1 µM]	-3%	-3%	-3%	6%	-0.9%

At a glance, 9 of the compounds above:
Structure	GAA glycogen mod	aGal spleen mod	NPSR antag	aGlu spleen mod	GAA inhib	Tau fluor cs	ALDH1A1 inh	Epigenetic reg
C=CCn1c(SCCN2CCOCC2)nc2c1c(=O)[nH]c(=O)n2C	-8%	-7%	-4%[46.1 µM]	-7%	3%	-12%	-6%	-0.9%
Cc1ccc(NC(=O)COC(=O)Cn2cnc3ccccc32)cc1S(=O)(=O)N(C)C	-1%	-21%	13%	3%	-12%	-2%	14µM*	-1.8%
Cn1c(Sc2ccc([N+](=O)[O-])cc2C(F)(F)F)nnc1-c1ccccc1	0%	4%	-13%[46.1 µM]	-5%	-1%	-12%	-17%	0.0%
Cc1ccc(-c2cc(C(F)F)n3ncc(C(=O)N4CCN5CCCC5C4)c3n2)cc1 (stereo unspecified)	7%	-1%	-22%[46.1 µM]	-3%	-3%	6%	?	-1.1%
Cc1nc2ccc(C(=O)N3c4ccccc4CC3C)cc2s1 (stereo unspecified)	-21%	14%	-8%	-2%	2%	-4%	-5%	0.0%
Cc1nc(N2CCN(Cc3ccc(Cl)cc3)CC2)c2oc3ccccc3c2n1	-7%	6%	?	-3%	.	-6%	.	3.8%
COc1cc(/C=C2/C(=O)ON=C2C)ccc1OCc1ccccc1F	12%	8%	-19%[46.1 µM]	-2%	0%	5%	4%	0.0%
CCOC(=O)c1cnc2c(C(=O)OCC)cnn2c1N	0%	-3%	2%	2%	.	0%	.	0.1%
Cn1c(=O)cc(OCC(=O)NC2CCCCC2)c2ccccc21	-2%	15%	2%[46.1 µM]	5%	3%	2%	?	5.7%

Going on with the list.
Structure	GAA glycogen mod	aGal spleen mod	NPSR antag	aGlu spleen mod	GAA inhib	Tau fluor cs	ALDH1A1 inh	Epigenetic reg
CCN1/C(=N\N)c2cccc3cccc1c23	2%	-6%	-3%	-1%	4%	?	?	0.9%
OCCNCCCCOc1ccc(F)cc1	1%	-13%	-6%[46.1 µM]	-4%	1%	7%	-3%	1.1%
CCCCC/C=C\C/C=C\C/C=C\C/C=C\CCCCCC(N)=O	.	-5%	.	0%	.	-10%	-2%	2.0%
Cc1ccc(C(=O)Nc2ccccc2-c2ccccc2)cc1[N+](=O)[O-]	0%	9%	-22%[46.1 µM]	0%	5%	-19%	18µM*	-1.1%
C=CCOC(=O)C(C(C)=O)C(NC(=O)OC)c1cccc(C)c1 (stereo unspecified)	.	-1%[17.5 µM]	.	8%[17.4 µM]	.	-15%[11.6 µM]	8%[13.5 µM]	0.0%[10.1 µM]
CCCc1nc2ccccc2c(C(=O)OCC(=O)NCc2ccc3c(c2)OCO3)c1CC	-4%	7%	-32%	-8%	?	-27%	?	0.0%
COCCNC(=O)C12CC3CC(CC(Cl)(C3)C1)C2	5%	2%	57%	3%	.	-7%	.	0.4%
O=C(CSc1ncccn1)N1CCN(S(=O)(=O)c2ccccc2)CC1	-29%	16%	11%	-9%	.	-9%	.	2.9%
Cc1ccc(CCNc2ccccc2C)cn1	1%	-3%	4%[46.1 µM]	-3%	?	-1%	-5%	2.0%
COc1ccc(Cl)cc1-n1c(=S)sc2c(=O)[nH]c(SCC(=O)NCC3CCCO3)nc21 (stereo unspecified)	6%	1%	-25%[46.1 µM]	-6%	-1%	-13%	-12%	1.0%

Next section:
Structure	GAA glycogen mod	aGal spleen mod	NPSR antag	aGlu spleen mod	GAA inhib	Tau fluor cs	ALDH1A1 inh	Epigenetic reg
CCOC(=O)COc1c(OC)cc(Cl)cc1C1Nc2ccccc2C(=O)N1c1ccccc1 (stereo unspecified)	0%	16%	?	0%	-8%	-17%	?	1.0%
Cc1[nH]c2ccccc2c1C(=O)CN1C(=O)C(=O)N(Cc2ccco2)C1=O	8%	-3%	-4%	-2%	-2%	-14%	-2%	-1.5%
CCC1=C2CC[C@H]3C(=O)N(CC)C(=O)[C@H]3[C@H]2[C@@]2(Cc3ccccc3)C(=NCC3CC3)OC(=O)N2C1=O	.	-3%	.	-8%	.	-13%	3%	0.8%
NC(=O)COC(=O)CC(c1ccccc1)c1ccccc1	-3%	3%	2%	3%	1%	2%	-3%	-1.4%
O=S(=O)(c1ccc2nc(SCc3ccc(Cl)cc3)[nH]c2c1)N1CCOCC1	-3%	-5%	-17%	-6%	?	?	?	0.0%
CSc1nccn1CC(=O)Nc1ccc(F)cc1	-6%	1%	-8%[46.1 µM]	-1%	7%	4%	12%	0.0%
CC(C)Cn1c(-c2ccco2)nc2c(c(=O)c3ccccc3n2C)c1=O	4%	-3%	-11%	-2%	?	3%	?	0.7%
COc1ccc(CN2C(=O)c3ccccc3C2C(=O)NCc2cccnc2)c(OC)c1 (stereo unspecified)	3%	3%	-5%[46.1 µM]	1%	-6%	1%	?	0.0%
CCCc1cc2c(cc1NS(=O)(=O)c1ccc(CCNC(C)=O)cc1)OCO2	3%	-6%	-21%[46.1 µM]	-4%	14%	-19%	?	-1.8%
Cn1c(=S)[nH]c2cccnc21	7%	4%	0%[46.1 µM]	-2%	1%	-4%	5%	-1.0%

(cont.)
Structure	GAA glycogen mod	aGal spleen mod	NPSR antag	aGlu spleen mod	GAA inhib	Tau fluor cs	ALDH1A1 inh	Epigenetic reg
CCOC(=O)c1sc(NC(=O)CC)c(C#N)c1C	4%	1%	5%	-6%	0%	0%	7%	1.1%
COc1ccc(CCNC(=O)COc2ccc(S(=O)(=O)NC(C)C)cc2)cc1OC	4%	-2%	5%	-1%	6%	-6%	10%	-3.1%
CSc1nnc(-c2cc(Br)ccc2N=Cc2c(C)[nH]n(-c3ccccc3)c2=O)c(=O)[nH]1	10%	-2%	41%	-2%	?	-9%	19µM*	-4.3%
CNC(=O)CN(c1ccc(F)cc1)S(=O)(=O)c1cc(C)ccc1OC	0%	-2%	-6%[46.1 µM]	-5%	-6%	-4%	14%	0.8%
CC(C)NC(=O)NCCCCCCS(C)=O (stereo unspecified)	8%	-5%	-23%	3%	.	-4%	1%	-3.2%
CC1C(c2ccccc2)N(C)C(c2ccccc2)C(C)C1(O)C#Cc1ccccc1 (stereo unspecified)	5%	1%	-54%	-4%	?	-11%	0%	4.2%
Cc1ccc(C(=O)Nc2nnc(CC(=O)N/N=C/c3ccncc3)s2)cc1	4%	-6%	-2%	-7%	-7%	-5%	-8%	-0.8%
Cc1ccc(OC[C@H](O)[C@H](C)NC(C)C)c2c1CCC2	.	5%	.	-1%	.	-3%	-1%	1.6%
O=C(CN1C(=O)C2CC=CCC2C1=O)OCCN1C(=O)c2ccccc2C1=O (stereo unspecified)	2%	0%	10%[46.1 µM]	-4%	-2%	-3%	-7%	-0.7%
COc1ccc(CC2(CO)CCN(S(=O)(=O)c3c(C)nn(C)c3Cl)CC2)cc1	-7%	5%	0%	-2%	?	-18%	-4%	-1.7%

Later entries:
Structure	GAA glycogen mod	aGal spleen mod	NPSR antag	aGlu spleen mod	GAA inhib	Tau fluor cs	ALDH1A1 inh	Epigenetic reg
COc1ccc(N2CCN(Cc3cc(=O)oc4cc5c(cc34)CCCC5)CC2)cc1	9%	-3%	-12%[46.1 µM]	-4%	-3%	-9%	?	-3.1%
O=C(Nc1ccc(Cl)cc1C(=O)NCC1CCCO1)c1ccco1 (stereo unspecified)	2%	-1%	-7%[46.1 µM]	-6%	2%	1%	0%	-1.8%
O=CN1CCC(=O)N(Cc2ccccc2)c2ccccc21	0%	0%	4%[46.1 µM]	-8%	-2%	5%	5%	0.9%
Cc1cccc2cc(CN(CC3CCCO3)C(=O)c3ccco3)c(=O)[nH]c12 (stereo unspecified)	5%	0%	?	2%	-2%	-5%	?	-1.0%

Screening results deposited in PubChem BioAssay by National Center for Advancing Translational Sciences (NCATS).

A portion of the library; count on the stated rates, not on these rows.
